From PubChem
WRN helicase inh: blocks human WRN helicase. Q14191. WRN helicase unwinding, fluorescent forked duplex, kinetic. Potency, µM (doses to about 114 µM), for inactives: at the highest dose activity change, negative = inhibition, usual class: inhibitors. 360,000 compounds, 0.46% hits. AID 651768; note: potency is the fitted concentration of half-maximal effect; % is set by controls: 0 for no effect and ±100 for the full control effect; nearly all actives have a fitted effect of over 55% in size
Target sequence (Q14191 whole entry, looked up): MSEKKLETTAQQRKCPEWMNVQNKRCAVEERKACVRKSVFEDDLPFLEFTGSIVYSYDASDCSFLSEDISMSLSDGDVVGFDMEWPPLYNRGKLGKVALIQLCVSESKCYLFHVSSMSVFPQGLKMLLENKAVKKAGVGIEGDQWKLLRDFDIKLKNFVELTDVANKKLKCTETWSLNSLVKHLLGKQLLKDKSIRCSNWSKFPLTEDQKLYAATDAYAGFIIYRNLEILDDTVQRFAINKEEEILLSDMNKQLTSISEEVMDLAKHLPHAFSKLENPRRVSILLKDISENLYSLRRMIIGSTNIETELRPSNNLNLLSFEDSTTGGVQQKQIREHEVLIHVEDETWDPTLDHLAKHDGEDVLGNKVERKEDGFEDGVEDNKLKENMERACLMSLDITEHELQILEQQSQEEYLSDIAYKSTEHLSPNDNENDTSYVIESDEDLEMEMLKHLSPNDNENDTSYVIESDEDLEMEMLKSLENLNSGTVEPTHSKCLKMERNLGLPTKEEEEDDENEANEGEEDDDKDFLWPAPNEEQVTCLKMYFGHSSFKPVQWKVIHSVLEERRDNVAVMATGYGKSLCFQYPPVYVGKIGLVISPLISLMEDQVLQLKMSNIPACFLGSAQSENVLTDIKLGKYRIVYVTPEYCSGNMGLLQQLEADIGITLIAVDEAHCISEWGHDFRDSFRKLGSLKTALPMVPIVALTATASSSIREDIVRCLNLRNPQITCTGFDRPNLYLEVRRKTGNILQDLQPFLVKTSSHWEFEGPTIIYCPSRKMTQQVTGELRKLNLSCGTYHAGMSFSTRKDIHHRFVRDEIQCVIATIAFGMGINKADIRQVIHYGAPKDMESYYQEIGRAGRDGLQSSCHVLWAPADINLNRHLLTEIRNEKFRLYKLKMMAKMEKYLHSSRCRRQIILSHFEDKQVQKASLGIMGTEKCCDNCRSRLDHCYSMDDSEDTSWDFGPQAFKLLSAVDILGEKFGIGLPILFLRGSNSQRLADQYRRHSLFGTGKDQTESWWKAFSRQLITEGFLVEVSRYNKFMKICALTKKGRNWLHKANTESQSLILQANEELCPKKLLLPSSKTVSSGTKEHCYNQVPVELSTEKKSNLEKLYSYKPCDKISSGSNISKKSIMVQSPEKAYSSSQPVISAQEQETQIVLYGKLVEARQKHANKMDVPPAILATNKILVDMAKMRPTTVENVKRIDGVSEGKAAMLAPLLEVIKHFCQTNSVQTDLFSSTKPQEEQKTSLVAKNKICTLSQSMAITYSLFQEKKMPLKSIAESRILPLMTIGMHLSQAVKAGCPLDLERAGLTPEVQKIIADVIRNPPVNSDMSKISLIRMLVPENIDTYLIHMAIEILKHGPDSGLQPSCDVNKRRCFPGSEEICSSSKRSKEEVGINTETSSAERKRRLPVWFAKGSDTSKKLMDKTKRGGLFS
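Primary qHTS, 1536-well format. 20 nM WRN + compound, 15 min RT; start with 100 nM forked fluorophore/quencher duplex, 2 mM ATP (final); kinetic read ex 525/em 598 nm.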
HT1080-NT tox: kills 2HG-producing HT-1080-NT fibrosarcoma cells. HT-1080-NT fibrosarcoma viability, CellTiter-Glo ATP luminescence, 48 h. Potency, µM (doses to about 46.1 µM), for inactives: at the highest dose activity, negative = less viability, most hits filed as cytotoxic. 360,000 compounds, 1.6% hits;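 note: NT is the 2HG producing partner of a matched IDH1 knockdown line; potency is the fitted concentration of half-maximal effect; 0% = DMSO-treated cells and -100% = media-only wells without cells; nearly all actives have a fitted effect of over 55% in size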
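Fibrosarcoma NT cells, 750 per well in 5% FBS RPMI, were exposed to compound for 48 hours. Viability: CellTiter-Glo luminescence.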
KB-V1 MDR tox: kills drug-selected multidrug resistant KB-V1 cells; KB-V1 MDR cells viability, CellTiter-Glo, 72 h; Potency, µM (highest dose often 46.1 µM), for the others: at the top dose activity change, negative = cytotoxicity, actives largely listed as cytotoxic; 400,000 compounds, 3.4% hits; AID 1347076; note: potency is the fitted concentration of half-maximal effect; % is set by controls: 0 for no effect and ±100 for the full control effect; nearly all actives have a fitted effect of over 60% in size
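Cytotoxicity via CellTiter-Glo luminescence after 72 h compound exposure at 37 degrees C. Cells: drug-selected KB-V1 line, DMEM phenol-red free plus 10% FBS. Compounds tested at multiple concentrations; normalized data fitted to concentration-effect curves.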
KB-3-1 tox: kills parental KB-3-1 adenocarcinoma cells; KB-3-1 viability, CellTiter-Glo ATP luminescence, 72 h; Potency, µM (highest dose often 46.1 µM), for inactives: top-dose activity change, negative = cytotoxic, usual class: cytotoxic; 400,000 compounds, 1.4% hits; AID 1347075; note: potency is the fitted concentration of half-maximal effect; % is set by controls: 0 for no effect and ±100 for the full control effect; nearly all actives have a fitted effect of over 60% in size
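Luminescent ATP read-out (CellTiter-Glo) measures survival of drug-naive KB-3-1 cells after 72 h compound exposure at 37 °C. Titration series was screened from lowest to highest concentration, with DMSO vehicle plates as background controls.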
IL-1B inflam inh: blocks inflammasome-driven IL-1 beta release; activity change, % at 57.5 µM; AID 743279; 360,000 compounds, 4.7% hits; THP-1 LPS/ATP IL-1B secretion, AlphaLISA, 16 h; hits give low values; in the data active = activity change below about -50%; inconclusive = mostly about -30% to -49%; note: % is set by controls: 0 for no effect and ±100 for the full control effect
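THP-1 cells pretreated 1 hr with compounds (up to 57.5 uM final), then stimulated with LPS (250 ng/mL final) plus ATP (1.25 mM final); secreted IL-1B measured by AlphaLISA after 16 hr, decreased signal indicating inhibition.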
ATXN2 expr inh: ATXN2 expression inhibition; HEK-293 ATXN2-luciferase reporter, luminescence, 24 h; AID 1745845; 360,000 compounds, 0.72% hits; Potency, µM (series often up to 57 µM), without a hit: top-dose activity change, negative = inhibition, usual class: inhibitors; note: potency is the fitted concentration of half-maximal effect; % is set by controls: 0 for no effect and ±100 for the full control effect; nearly all actives have a fitted effect of over 55% in size
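qHTS (up to 57 uM final) was run with 24 h compound exposure of reporter cells at 37 °C. Each well was multiplexed: SteadyGlo luminescence measured ATXN2-luciferase expression after a fluorogenic Gly-Phe-AFC viability readout (25 uM final).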
MCF10A rereplic: DNA re-replication induction in MCF 10a cells; 350,000 compounds, 2.9% hits; MCF 10A DNA re-replication, Hoechst nuclear intensity, 48 h; Potency, µM (top dose mostly 46.1 µM), for inactives: top-dose activity, positive = re-replication, most hits filed as activators; note: potency is the fitted concentration of half-maximal effect; % of control where 0% means no effect; nearly all actives have a fitted effect of over 50% in size
HT1080 IDH1KD tx: toxicity to HT-1080 IDH1 knockdown cells (counter line); HT-1080 IDH1 knockdown viability, ATP luminescence, 48 h; AID 686971; Potency, µM (doses to about 46.1 µM), for the others: at the highest dose activity, negative = toxicity, hits mostly cytotoxic; 360,000 compounds, 2% hits;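 note: potency is the fitted concentration of half-maximal effect; 0% = DMSO wells and -100% = cell-free medium wells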
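Luminescent ATP read-out (CellTiter-Glo, 10 min at room temperature) after 48 h compound exposure at 37 °C gave viability of IDH1-knockdown HT-1080 cells. Activity was normalised to DMSO and cell-free wells, then fitted as concentration-response curves.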
SW480 rereplic: induces DNA re-replication in SW480 colon adenocarcinoma cells; SW480 DNA re-replication, Hoechst DNA content imaging, 48 h; Potency, µM (titrated, usually from 46.1 µM), for the others: at the highest dose re-replication activation, usual class: activators; 340,000 compounds, 1.8% hits; AID 624297; note: potency is the fitted concentration of half-maximal effect; % of control where 0% means no effect; nearly all actives have a fitted effect of over 55% in size
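First, 250 cells per well were seeded. Next, compound or vehicle (23 nL) was pinned in, plates sat 48 hr at 37 C. Finally Hoechst was added for 40 min before fluorescence scanning.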
* hit, by the source's call; u = inconclusive; x = no result given; [ ] = remark or other dose. Unless noted, calls come from the whole dose curve; as a rule, active = well fitted curve in the direction sought with a large enough effect; inconclusive = small, poorly fitted or top-dose-only effect, or another doubt; inactive = no such curve, though single readings can be large; an effect the other way counts as inactive or inconclusive.

Start of the listing, in advance:
SMILES	WRN helicase inh	HT1080-NT tox	KB-V1 MDR tox	KB-3-1 tox	IL-1B inflam inh	ATXN2 expr inh	MCF10A rereplic	HT1080 IDH1KD tx	SW480 rereplic
CCCn1c(SCC(=O)NC(=O)NCc2ccccc2)n[nH]c1=O	-1%	2%	0%	-9%	-8	x	1%	0%	-5%
CCOc1cc(N2CCOCC2)c(OCC)cc1NC(=O)c1ccccc1N1CCCC1=O	0%	10%	-2%	5%	0	x	x	14%	x
CC(C)(C)c1ccc2c(c1)OC(C(=O)N/N=C\c1ccc(-c3cccc(C(=O)O)c3)o1)CO2 (centres undefined)	-14%[11.6 µM]	0%	-6%	2%	-3	24%	11%	-12%	-6%
Cc1ccc(NC(=O)CCNS(=O)(=O)c2ccc3c(c2)oc(=O)n3C)c(C)c1	-2%	20%	-14%	14%	18	-3%	21%	-10%	-9%
CCOc1ccccc1NC(=O)CN(c1ccc(OC)cc1)S(=O)(=O)c1c(C)noc1C	-2%	5.2µM*	2.6µM*	5.8µM*	41	-18%	6.5µM*	5.2µM*	5.8µM*
CS(=O)(=O)c1ccc(-c2sc3ccccc3c2C#CCCO)cc1	6%	-19%	-7%	-8%	-18	u	u	-12%	0%
Nc1ccc(C(=O)OCC(=O)c2cccc([N+](=O)[O-])c2)cc1	5%	8%	4%	6%	0	16%	-1%	-9%	u
CCOc1ccc(CCNC(=O)C2CCC(=O)N2CCc2ccccc2)cc1OCC (centres undefined)	-4%	-4%	8%	11%	-4	-9%	-3%	16%	-4%
CC[n+]1c(-c2ccccc2)csc1Nc1c(C)n(C)n(-c2ccccc2)c1=O	-6%	-1%	-8%	u	0	-21%	-1%	1%	u
Cc1ccc(-n2c(N)c(C(=O)N3CCCCC3)sc2=S)cc1	-8%	-7%	0%	-2%	-4	26%	18%	-3%	-12%
Cc1ccccc1OCc1nc(-c2ccccc2)no1	-9%	24%	22%	6%	-2	55%[activator]	14%	18%	-1%
Cc1cc(Cl)c2cc3ccccc3cc2n1	2%	19%	-1%	3%	x	11%	-14%	17%	-40%[inhibitor]
C/C(=N\Nc1ccc(C(=O)O)cc1)c1ccc(Cl)s1	2%	-4%	-1%	5%	4	40%[activator]	0%	-2%	12%
O=C(NCc1ccccc1)C1CCN(S(=O)(=O)c2ccc(Cl)cc2)CC1	10%	-4%	u	3%	-7	-17%	-7%	0%	-2%
Cc1ccc(/C=N/NC(=S)N2CCOCC2)cc1	4%	6%	u	-2%	1	3%	u	-2%	u

All compounds of this part (from the top)
SMILES	WRN helicase inh	HT1080-NT tox	KB-V1 MDR tox	KB-3-1 tox	IL-1B inflam inh	ATXN2 expr inh	MCF10A rereplic	HT1080 IDH1KD tx	SW480 rereplic
CCCn1c(SCC(=O)NC(=O)NCc2ccccc2)n[nH]c1=O	-1%	2%	0%	-9%	-8	x	1%	0%	-5%
CCOc1cc(N2CCOCC2)c(OCC)cc1NC(=O)c1ccccc1N1CCCC1=O	0%	10%	-2%	5%	0	x	x	14%	x
CC(C)(C)c1ccc2c(c1)OC(C(=O)N/N=C\c1ccc(-c3cccc(C(=O)O)c3)o1)CO2 (centres undefined)	-14%[11.6 µM]	0%	-6%	2%	-3	24%	11%	-12%	-6%
Cc1ccc(NC(=O)CCNS(=O)(=O)c2ccc3c(c2)oc(=O)n3C)c(C)c1	-2%	20%	-14%	14%	18	-3%	21%	-10%	-9%
CCOc1ccccc1NC(=O)CN(c1ccc(OC)cc1)S(=O)(=O)c1c(C)noc1C	-2%	5.2µM*	2.6µM*	5.8µM*	41	-18%	6.5µM*	5.2µM*	5.8µM*
CS(=O)(=O)c1ccc(-c2sc3ccccc3c2C#CCCO)cc1	6%	-19%	-7%	-8%	-18	u	u	-12%	0%
Nc1ccc(C(=O)OCC(=O)c2cccc([N+](=O)[O-])c2)cc1	5%	8%	4%	6%	0	16%	-1%	-9%	u
CCOc1ccc(CCNC(=O)C2CCC(=O)N2CCc2ccccc2)cc1OCC (centres undefined)	-4%	-4%	8%	11%	-4	-9%	-3%	16%	-4%
CC[n+]1c(-c2ccccc2)csc1Nc1c(C)n(C)n(-c2ccccc2)c1=O	-6%	-1%	-8%	u	0	-21%	-1%	1%	u
Cc1ccc(-n2c(N)c(C(=O)N3CCCCC3)sc2=S)cc1	-8%	-7%	0%	-2%	-4	26%	18%	-3%	-12%
Cc1ccccc1OCc1nc(-c2ccccc2)no1	-9%	24%	22%	6%	-2	55%[activator]	14%	18%	-1%
Cc1cc(Cl)c2cc3ccccc3cc2n1	2%	19%	-1%	3%	x	11%	-14%	17%	-40%[inhibitor]
C/C(=N\Nc1ccc(C(=O)O)cc1)c1ccc(Cl)s1	2%	-4%	-1%	5%	4	40%[activator]	0%	-2%	12%
O=C(NCc1ccccc1)C1CCN(S(=O)(=O)c2ccc(Cl)cc2)CC1	10%	-4%	u	3%	-7	-17%	-7%	0%	-2%
Cc1ccc(/C=N/NC(=S)N2CCOCC2)cc1	4%	6%	u	-2%	1	3%	u	-2%	u
CCCCNCc1cc(OCC)c(OCC)cc1Br	6%[57.1 µM]	-13%	u	-9%	0	-18%	16%	0%	-1%
CCCc1cc(=O)n2[nH]c(NCc3ccccc3F)nc2n1	-14%	11%	17%	1%	-9	6%	7%	17%	-4%
Cc1cn([C@H]2C[C@H](O)[C@@H](/C=C/C(=O)NCCN3CCCCC3)O2)c(=O)[nH]c1=O	-7%	5%	3%	0%	26	13%	x	11%	x
COc1ccc(S(=O)(=O)N2CCC(C(=O)N3CCc4ccccc4C3)CC2)cc1OC	-6%	2%	13µM*	13%	0	-8%	13%	3%	-5%
N#Cc1ccc(OCC(=O)Nc2cccc(S(=O)(=O)NC3=NCCCCC3)c2)cc1	-27%	1%	2%	22%	4	4%	-2%	-1%	-4%
COc1ccc(OCC(=O)NC(=S)Nc2ccc3c4c(cccc24)CC3)cc1	-4%	4%	3%	19%	9	-7%	-46%[inhibitor]	8%	-15%
CCCCCCCCN1C(=O)[C@H](CC(=O)NCCCOC)C[C@@]2(C(=O)OCC)CCCC=C12	-6%	u	u	u	u	u	x	u	x
Cc1ccc(C)c(NC(=O)c2ccccc2Sc2ccc([N+](=O)[O-])cc2Cl)c1	3%	-8%	u	-7%	u	x	-2%	-18%	11%
Cn1c(=S)n(/N=C/c2ccc3c(c2)OCO3)c2ccccc21	6%	-2%	u	-18%	3	5%	4%	-10%[9.24 µM]	-1%
Cc1cc(C)nc(/N=C(\N)Nc2ccc(F)c([N+](=O)[O-])c2)n1	-8%	0%	u	u	-92*	1%	10%	-3%	2%
C=C(C)CSc1nnc([C@@H]2CCCN2)o1	3%	1%	21%	16%	17	0%	1%	4%	-9%
CC(=O)c1ccc(NC(=O)CC2S/C(=N/N=C3CCCCCC3)NC2=O)cc1 (centres undefined)	-3%	9%	-1%	14%	25	-2%	1%	0%	0%
COc1ccc(OC)c(NC(=O)CSc2nc(C)cs2)c1	-1%	-2%	u	7%	0	-13%	5%	2%	-4%
O=C(CCN1CCN(CC(=O)Nc2ccccc2F)CC1)Nc1ccccc1F	-3%	0%	-3%	-4%	-8	-2%	3%	11%	0%
c1ccc(C(c2nnnn2Cc2cccs2)N2CCN(C3CCCC3)CC2)cc1 (centres undefined)	-2%	-1%	5%	-18%	-15	-7%	13%	10%	-4%

One compound at a time (already shown). Screens in order: WRN helicase inh	HT1080-NT tox	KB-V1 MDR tox	KB-3-1 tox	IL-1B inflam inh	ATXN2 expr inh	MCF10A rereplic	HT1080 IDH1KD tx	SW480 rereplic
Entry for `Cn1c(=S)n(/N=C/c2ccc3c(c2)OCO3)c2ccccc21` = 6%	-2%	u	-18%	3	5%	4%	-10%[9.24 µM]	-1%
Entry for `O=C(NCc1ccccc1)C1CCN(S(=O)(=O)c2ccc(Cl)cc2)CC1` = 10%	-4%	u	3%	-7	-17%	-7%	0%	-2%

Following part.
SMILES	WRN helicase inh	HT1080-NT tox	KB-V1 MDR tox	KB-3-1 tox	IL-1B inflam inh	ATXN2 expr inh	MCF10A rereplic	HT1080 IDH1KD tx	SW480 rereplic
CCOC(=O)N1CCC(N2Cc3cccc(C(=O)N4CCN(c5cccc(Cl)c5)CC4)c3C2=O)CC1	4%	-1%	-8%	-12%	-19	x	-4%	-9%	14%
COC(=O)c1ccc(CSc2cc(C)c3ccccc3n2)o1	3%	-3%	-13%	-2%	-27	-16%	12%	-7%	0%
Cc1ccc2cccc(S(=O)(=O)Nc3ccc4c(c3)OCO4)c2n1	-9%[11.6 µM]	6%	-11%	1%	-1	5%	-1%	-3%	-13%
CCCOc1cccc(-c2nn(-c3ccccc3)cc2/C=C(\C#N)C(=O)NCCCn2ccnc2)c1	-4%	-13%	18µM*	-9%	-58*	-15%	u	-21%	u
O=C(NCCF)C1Nc2ccc(OC(F)(F)F)cc2C2C=CCC12 (centres undefined)	-6%	10%	19%	3%	0	18%	-2%	16%	-8%
CC(C)Cc1nc2ccccc2[nH]1	6%	2%	3%	-3%	1	-5%	-1%	4%	-14%
O=C(OCCOc1ccccc1F)c1cc(S(=O)(=O)N2CCOCC2)ccc1F	-2%	-2%	-10%	-5%	1	-1%	-10%	1%	0%
CCN(CC1COc2ccccc2O1)C(=S)NC1CC2CCC1C2 (centres undefined)	-2%	16%	u	21%	35	-17%	1%	7%	1%
